LGR2 inh: inhibitors of bursicon-induced LGR2 CRE-luciferase signal, primary screen, cell-based, HEK293, CRE-luciferase reporter, bursicon stimulation; Drosophila bursicon receptor LGR2 (rickets); bursicon-stimulated, 4 h; inhibition, % at 9.99 µM; actives 0.35% (n = 380,000);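 active = drop in luminescence signal, shown as inhibition above about 50% in the replicate tests, limit read from the data, passing the limit was not always enough; inconclusive = probably only some replicates passing the limit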;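 also: agonist challenge used bursicon conditioned medium at about half maximal strength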
PglD DTNB: C. jejuni PglD acetyltransferase inhibitors, primary screen, biochemical, DTNB colorimetric, single point; UDP-N-acetylbacillosamine N-acetyltransferase PglD (Campylobacter jejuni); purified PglD enzyme, DTNB colorimetric CoA detection; inhibition, % at 12.5 µM; actives 0.098% (n = 360,000); in the data active = inhibition above about 16%, passing the limit was not always enough; inconclusive = no clear call, values can overlap the other calls; also: strong numbers were not always called active
PGC1a acetyl inh: inhibitors of PGC1a acetylation signal, primary screen, cell-based, U2OS, AlphaScreen, inhibitor mode; AlphaScreen anti-acetyl-lysine; with virally co-expressed GCN5 acetyltransferase; inhibition, % at 15.6 µM; actives 0.17% (n = 350,000);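 active = every replicate shows inhibition of at least 40%; inconclusive = mean inhibition at least 40% but some replicate below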;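 also: 0% = neutral control wells and 100% = positive control wells; some results beyond the cut were filed as inactive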
GSIS activator: GLuc luminescence reporter in INS-1E cells, primary screen for activators of glucose-dependent secretion of insulin. INS-1E GLuc reporter insulin secretion, 2-3 h. activation, % at 16.6 µM. actives 0.61% (n = 370,000);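 active = lowest replicate activation of at least 40%, so every replicate reaches that level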;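 also: 0% = median of neutral control wells and 100% = median of IBMX positive control wells; some compounds called inactive have numbers as strong as hits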
Cneo AK release: Cryptococcus neoformans cell lysis inducers, primary screen, AK release luminescence, single concentration; C. neoformans lysis, adenylate kinase release luminescence, 4 h; normalised: neutral wells 0, clomiphene wells 100; lysis activity, % at 15 µM; actives 0.2% (n = 360,000); AID 651654, 2012;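 active = mean lysis activity across replicates of at least 80%, whatever share of replicates individually reach that level; inactive = mean lysis activity below 80%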
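Assay system: log-phase C. neoformans yeast / Quantity: yeast cell density of 5 × 10^6 cells/mL / Medium: fresh YPD growth medium / Compound: single dose / Timing: static 4 h at 37 °C with compound, 1 h detection / Measured by: adenylate kinase release luminescence / Read-out: lysis from increased AK signal / Benchmarks: Clomiphene as positive lysis control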
PAX8 reporter: inhibitors of PAX8-driven TPO luciferase reporter, primary screen, RMG-I cells, single concentration. SteadyGlo, 24 h. actives 1.2% (n = 360,000). inhibition, % at 12.6 µM;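 active = mean replicate inhibition at least 60% with every replicate also reaching 60%; inconclusive = only one of the two criteria is met; inactive = mean below 60% and not all replicates reaching 60%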;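 also: luciferase light reporting Pax8 driven TPO promoter activity; plate controls were median of neutral control wells for no effect and mitoxantrone controls for full effect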
Statin myotox sup: suppressors of statin myotoxicity in C2C12 myotubes, primary screen, cell-based, single point, plate reader; rescue of ATP level, % at 7.49 µM; AID 602340, 2012; actives 0.78% (n = 330,000); C2C12 myotubes + simvastatin, ATP luminescence, 48 h; scaled: DMSO 0, geranylgeraniol control 100;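 active = mean ATP rescue above about 67%, or every replicate alone reaching that limit, limit read from the data, passing the limit was not always enough; inconclusive = no clear call, values can overlap the other calls; inactive = mean under the limit and some replicate under it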;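 also: myotubes were challenged with 10 µM simvastatin during compound exposure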
ARNT TACC3 PPI: disruptors of ARNT/TACC3 protein interaction, primary screen, biochemical, AlphaScreen, single concentration. inhibition, % at 9.99 µM. actives 0.66% (n = 390,000). Transforming acidic coiled-coil-containing protein 3 (Homo sapiens), Q9Y6A5. AlphaScreen His-ARNT PAS-B/GST-TACC3 binding, luminescence; TACC3 fragment carries E629A point mutation;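 active = mean inhibition of replicates at least 50% and at least half of replicates each reaching 50%; inconclusive = half or more replicates reach 50% but mean below 50%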;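 also: 0% = complete ARNT plus TACC3 wells and 100% = ARNT alone without TACC3; many hits fall short of the cut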
An asterisk follows results filed as active; ? = inconclusive; / = no result given. Outcome played no part in choosing rows; 2.9% or so of the library scored in one or more.

Every second line gives: GSIS activator, Cneo AK release, Statin myotox sup, LGR2 inh, ARNT TACC3 PPI, PglD DTNB, PAX8 reporter, PGC1a acetyl inh
CCCn1c(=O)n(N)c2ccccc21
 : 0, 2, -2, 13, -2, -7, -1, 12
CCCc1n[nH]c2c1C(=O)C(C(=O)OC)C(C)(C)C2 (stereo not given)
 : /, 2, -29, /, -2, 5, /, 1
O=C(NCc1ccccc1)C1CC(=O)N(c2ccc(OCC(=O)N3CCOCC3)cc2)C1 (stereo not given)
 : 11, 0, -10, 1, -10, -8, -4, 4
O=C(NCc1cccnc1)c1cc(C2CCCN(S(=O)(=O)c3ccccc3)C2)on1 (stereo not given)
 : 10, 4, 11, 2, /, -5, -25, -5
CCC(=O)Nc1cccc(NC(=O)COc2ccc(OC)cc2)c1
 : /, -2, 1, /, -6, -10, -15, 18
OCCNc1nc(-c2ccccc2)c2cc(Br)ccc2n1
 : 59*, 0, -12, -17, -8, 3, 20, 8
CN(Cc1ccc(F)cc1)C(=O)c1cccc(NS(=O)(=O)c2ccccc2)c1
 : 8, -11, -1, 2, -2, -1, 11, -4
CN(C)C(CNC(=O)c1oc2ccccc2c1CSc1ncn[nH]1)c1ccco1 (stereo not given)
 : 0, /, /, 1, 9, /, 6, /
O=C(Nc1ccccc1)NC1CCN(Cc2ccccc2)CC1
 : 5, /, /, 10, -2, /, -5, /
Cc1c(C=O)c2ccccn2c1C(=O)c1ccc(F)cc1
 : 22, 0, ?, 0, 4, 5, 14, 6
O=C(Nc1nn(Cc2ccccc2F)cc1Br)c1cccs1
 : /, -2, /, /, 2, -7, /, -5
Cc1ccc(S(=O)(=O)NCC(=O)OCC(=O)Nc2ccc3c(c2)OCCO3)cc1
 : -43, -1, -4, 6, 4, -5, -6, -12
COCCNC(=O)c1c(CSc2ccc(F)cc2)noc1C(=O)NCc1ccccc1
 : -24, 1, 4, 1, 1, 2, 10, 8
CCOC(=O)N1CCN(c2cc(=O)n(C3CCCCC3)c(=O)[nH]2)CC1
 : /, 0, 0, /, -1, 1, /, /
CCOC(=O)N(C)c1c(CC)nc2c(OCc3cc(Cl)cc(Cl)c3)cccn12
 : /, 14, -31, 14, /, 2, 1, -15
CCN1CCN(C(=O)C2=CC(c3ccc(C)cc3)=NS(=O)(=O)N2C)CC1
 : -9, 0, 5, -17, -4, -5, 6, -1
COc1ccc(C2=NN(c3ccccc3)C(c3ccc(OC)c(OC)c3)C2)cc1 (stereo not given)
 : 12, -3, 22, -54, -10, -13, -73, /
O=C(COC(=O)c1cccc(S(=O)(=O)N2CCOCC2)c1)c1ccccc1
 : 16, 1, -7, -16, 5, 1, 0, -4
O=C(C[C@H]1CC[C@@H]2[C@H](COC[C@@H](O)CN2CC2CCOCC2)O1)NCC1CCCCC1
 : 6, -2, 11, -7, -20, 4, -11, -2
Nc1c(Cl)cc(Cl)cc1C(=O)OCC(=O)N1CCOCC1
 : 6, /, /, 5, 6, /, 9, 3
COc1ccc(CCN2C(=O)CC(Cc3ccc(Br)cc3)C2=O)cc1OC (stereo not given)
 : -20, /, /, 6, -6, /, 29, /
CNC(=O)C[C@@H]1C(=O)N(CCc2ccccc2)CC1(C)C
 : 8, /, -3, 8, /, /, 3, 2
NC(=O)c1ccc(/C=N/O)[n+](Cc2ccccc2)c1
 : -2, 0, -10, 10, -4, -6, 12, 6
Cc1cc(C)nc(N/N=C/c2ccncc2)n1
 : -8, 0, -11, -6, -3, -9, 31, 5
COCC(=O)N1C[C@H]2[C@@H](c3ccccc31)[C@H](CO)N2C(=O)C1CCCCC1
 : 1, -1, -9, -18, -2, 3, -6, -2
CC(=O)N1CCOc2ccc(S(=O)(=O)Nc3cccc(C)n3)cc21
 : 19, -3, -3, 13, 22, -4, 4, -18
CC(NC(=O)c1ccc(Cl)c(S(=O)(=O)N2CCCCCC2)c1)c1cccnc1 (stereo not given)
 : -7, 1, -6, 6, 2, 2, 13, /
COc1ccc(C(=O)Nc2nc3ccccc3s2)cc1
 : -2, -7, 0, 49, -12, 4, -17, /
O=C(C[C@H]1C/C=C\CC[C@H](Cc2ccc(F)cc2)C(=O)OC[C@H]2CCCN2C1=O)N[C@@H](CO)Cc1ccccc1
 : -55, -1, 19, 4, /, 4, 2, 17
CCN(c1ccccc1)S(=O)(=O)c1ccc(C(=O)N2CCN(c3ccccc3F)CC2)cc1
 : -4, 0, 16, 6, /, 0, 14, /
Cc1ccc(NC(=O)COC(=O)CNC(=O)C2CCCCC2)cc1S(=O)(=O)N(C)C
 : -13, -6, -1, -4, -2, -2, -4, -10
CC1CC(C)CN(C(=O)C2CCC(CNS(=O)(=O)c3ccccc3)CC2)C1 (stereo not given)
 : -5, -3, -1, 4, -11, -3, 32, 6
COc1ccc(OC)c(CN2CCN(C(=O)CNC(=O)c3ccc(C(C)(C)C)cc3)CC2)c1
 : -39, 0, 3, -14, -1, -1, -7, 4
C=CCN1C(=O)C(Cc2ccc(Br)cc2)S/C1=N\N=C\c1ccco1 (stereo not given)
 : 36, -1, -3, /, -3, 0, /, -1
CCC(=O)N1CC[C@@H]2[C@H](CO)Nc3ccc(C#Cc4cccnc4)cc3[C@@H]21
 : 23, 1, -14, 9, 5, 4, -2, 8
CCCCCOc1ccc(C2C(C(C)=O)=C(C)Nc3ncnn32)cc1OC (stereo not given)
 : /, 5, -1, /, 35, 8, /, /
O=C1[C@@H](Oc2ccccc2)[C@@H](c2ccncc2)N1c1ccccc1
 : 38, -1, 8, 2, 1, 1, 0, 17
CCN(CC(=O)NC1CCS(=O)(=O)C1)C(=O)COc1ccccc1-c1ccccc1 (stereo not given)
 : /, -2, /, /, -13, -3, /, -11
C[C@@H]1CN([C@@H](C)CO)C(=O)c2ccccc2-c2ccccc2CO[C@@H]1CN(C)C(=O)c1ccncc1
 : -13, 1, -9, -6, 4, 1, -4, -8
O=C(C[C@H]1C=C[C@@H](NC(=O)Nc2ccc3c(c2)OCO3)[C@H](CO)O1)NCc1ccc(Cl)cc1
 : -7, 28, 9, -9, 24*, -1, -4, -2

Arranged by length of the SMILES (descending): some entries from above.
Every second line gives: GSIS activator, Cneo AK release, Statin myotox sup, LGR2 inh, ARNT TACC3 PPI, PglD DTNB, PAX8 reporter, PGC1a acetyl inh
O=C(C[C@H]1C/C=C\CC[C@H](Cc2ccc(F)cc2)C(=O)OC[C@H]2CCCN2C1=O)N[C@@H](CO)Cc1ccccc1
 : -55, -1, 19, 4, /, 4, 2, 17
COCC(=O)N1C[C@H]2[C@@H](c3ccccc31)[C@H](CO)N2C(=O)C1CCCCC1
 : 1, -1, -9, -18, -2, 3, -6, -2
CCC(=O)N1CC[C@@H]2[C@H](CO)Nc3ccc(C#Cc4cccnc4)cc3[C@@H]21
 : 23, 1, -14, 9, 5, 4, -2, 8
CC(NC(=O)c1ccc(Cl)c(S(=O)(=O)N2CCCCCC2)c1)c1cccnc1 (stereo not given)
 : -7, 1, -6, 6, 2, 2, 13, /
CNC(=O)C[C@@H]1C(=O)N(CCc2ccccc2)CC1(C)C
 : 8, /, -3, 8, /, /, 3, 2

(continued)
Every second line gives: GSIS activator, Cneo AK release, Statin myotox sup, LGR2 inh, ARNT TACC3 PPI, PglD DTNB, PAX8 reporter, PGC1a acetyl inh
CC1CC(C)CN(CCCNC(=O)c2c(O)nc3ccccn3c2=O)C1 (stereo not given)
 : 5, -1, 5, 4, -2, -2, /, /
CC(=O)c1ccc(NC(=O)C(C)Sc2nnc3ccccn23)cc1 (stereo not given)
 : 6, 1, 5, -3, /, 4, -13, -1
CCN(c1ccccc1)S(=O)(=O)c1ccc(OC)c(NC(=O)Cn2cnc3c2c(=O)n(C)c(=O)n3C)c1
 : -31, 1, -5, 18, -25, 2, -2, 13
Cc1ccc(F)c(S(=O)(=O)NC(=O)C2(C)CCN2C(=O)CC2CCCCC2)c1 (stereo not given)
 : 8, -1, -3, -11, /, -2, /, 4
COC(=O)c1c(CC[C@@H](CO)NC(=O)N[C@@H](Cc2ccccc2)Cn2cc(C3(O)CCCC3)nn2)oc(C(=O)N2CCOCC2)c1C(=O)OC
 : /, 0, /, /, 1, 4, -21, 11
CCN1CCN(C(=O)CCc2nc3ccccc3n2-c2ccccc2)CC1
 : 9, 2, /, 9, -2, -6, -22, /
O=C(CSc1nc2ccccc2s1)N/N=C/c1ccc(C(=O)O)cc1
 : 0, /, /, -4, -1, /, 4, /
O=C(Cn1cnc2ccccc2c1=O)Nc1ccc(S(=O)(=O)N2CCOCC2)cc1
 : -3, /, -12, 16, -2, /, -11, -11
COc1ccc(C(O)Cn2ccsc2=NC(C)=O)cc1 (stereo not given)
 : 13, 3, -13, 6, -4, 2, 6, 3
C[C@H]1CN([C@@H](C)CO)C(=O)c2cccc(NC(=O)c3ccncc3)c2O[C@H]1CN(C)CC1CC1
 : 13, 1, 17, -2, /, 0, -6, -2
CN1C(=O)c2cc(NC(=O)c3ccccc3F)ccc2OC[C@H]2O[C@H](CC(=O)NCc3ccc4c(c3)OCO4)CC[C@@H]21
 : -14, 1, -4, -3, -15, 3, 3, -4
COc1ccc(CC(=O)N/N=C(\C)c2cccnc2)cc1OC
 : 12, 0, 5, 1, -2, 3, 6, /

5 compounds out of the list above, ordered by the number in PglD DTNB, rising:
| structure | PglD DTNB |
| --- | --- |
| CC1CC(C)CN(CCCNC(=O)c2c(O)nc3ccccn3c2=O)C1 (stereo not given) | -2 |
| C[C@H]1CN([C@@H](C)CO)C(=O)c2cccc(NC(=O)c3ccncc3)c2O[C@H]1CN(C)CC1CC1 | 0 |
| CCN(c1ccccc1)S(=O)(=O)c1ccc(OC)c(NC(=O)Cn2cnc3c2c(=O)n(C)c(=O)n3C)c1 | 2 |
| COc1ccc(CC(=O)N/N=C(\C)c2cccnc2)cc1OC | 3 |
| CC(=O)c1ccc(NC(=O)C(C)Sc2nnc3ccccn23)cc1 (stereo not given) | 4 |

Taken from above.
CC1CC(C)CN(CCCNC(=O)c2c(O)nc3ccccn3c2=O)C1 (stereo not given) @ PglD DTNB = -2
CC(=O)c1ccc(NC(=O)C(C)Sc2nnc3ccccn23)cc1 (stereo not given) @ PAX8 reporter = -13

Assay outcomes (PubChem BioAssay)
